Compound activity deposited in PubChem BioAssay by Broad Institute.
EWS-Fli inh = EWS/Fli transcriptional activity inhibition. AID 651661. 350,000 compounds, 0.67% hits. inhibition, % at 12.6 µM. A673 NR0B1-luciferase reporter, viability-normalised;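 active = mean inhibition of at least 50% after viability correction, with every replicate also passing that limit; inconclusive = mean reaches 50% but only one of two replicates passes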;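 note: firefly luciferase signal divided by Alamar Blue viability fluorescence both relative to DMSO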
ERp5 block = inhibitors of human ERp5; ERp5 insulin aggregation, absorbance 650 nm, 90 min; inhibition, % at 9.99 µM; 350,000 compounds, 0.05% hits;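 active = mean replicate inhibition above about 25%, with every replicate also reaching it, limit read from the data, passing the limit was not always enough; inconclusive = only one of those two criteria met; inactive = neither criterion met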
Target sequence (Q15084 whole entry, looked up): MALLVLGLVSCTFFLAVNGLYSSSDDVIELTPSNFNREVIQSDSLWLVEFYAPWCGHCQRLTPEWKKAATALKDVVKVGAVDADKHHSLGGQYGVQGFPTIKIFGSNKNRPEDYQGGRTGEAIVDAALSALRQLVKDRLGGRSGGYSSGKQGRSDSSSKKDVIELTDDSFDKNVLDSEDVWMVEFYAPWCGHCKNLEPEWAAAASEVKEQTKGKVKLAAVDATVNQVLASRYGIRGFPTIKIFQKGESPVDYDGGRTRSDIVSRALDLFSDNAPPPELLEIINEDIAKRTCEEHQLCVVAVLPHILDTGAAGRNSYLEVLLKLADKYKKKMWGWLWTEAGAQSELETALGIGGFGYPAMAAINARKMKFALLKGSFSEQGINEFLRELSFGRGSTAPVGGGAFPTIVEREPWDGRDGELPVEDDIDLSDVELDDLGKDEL
PAX8 inh HTS = PAX8 transcriptional activity inhibition. inhibition, % at 12.6 µM. RMG-I TPO-luciferase reporter, SteadyGlo, 24 h. 360,000 compounds, 1.2% hits;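 active = mean replicate inhibition at least 60% with every replicate also reaching 60%; inconclusive = only one of the two criteria is met; inactive = mean below 60% and not all replicates reaching 60%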;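 note: luciferase light reporting Pax8 driven TPO promoter activity; plate controls were median of neutral control wells for no effect and mitoxantrone controls for full effect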
ARNT TACC3 PPI = ARNT/TACC3 interaction disruption. AlphaScreen His-ARNT PAS-B/GST-TACC3 binding, luminescence; TACC3 fragment carries E629A point mutation. AID 623870. inhibition, % at 9.99 µM. Q9Y6A5. 390,000 compounds, 0.66% hits;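 active = mean inhibition of replicates at least 50% and at least half of replicates each reaching 50%; inconclusive = half or more replicates reach 50% but mean below 50%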;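 note: 0% = complete ARNT plus TACC3 wells and 100% = ARNT alone without TACC3; many hits fall short of the cut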
CFTR F508del cor = correctors of CFTR F508del function in bronchial epithelial cells. CFBE cells, YFP halide quenching; stimulated with forskolin plus potentiator P3; % fluorescence drop versus neutral controls. activity (quench increase), % at 7.58 µM. 350,000 compounds, 0.36% hits. AID 720511;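 active = mean added fluorescence quench of at least 8% versus neutral control, with both replicates also reaching 8%; inconclusive = only one of the mean or replicate conditions met; inactive = mean below 8% and not both replicates reaching 8%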;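 note: cells transiently co-express mutant CFTR-F508del with the halide-sensitive YFP; corrector assay measuring rescue of mutant channel to the surface after 24 h compound exposure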
GSIS activator = primary screen for activators of insulin secretion dependent on glucose, INS-1E cells, GLuc reporter luminescence. INS-1E GLuc reporter insulin secretion, 2-3 h. 370,000 compounds, 0.61% hits. activation, % at 16.6 µM. AID 743287;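 active = lowest replicate activation of at least 40%, so every replicate reaches that level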;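 note: 0% = median of neutral control wells and 100% = median of IBMX positive control wells; some compounds called inactive have numbers as strong as hits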
DENV2 CPE rescue = DENV2-induced cell death inhibition | DENV2-infected cells, cytopathic effect rescue, plate reader | CPE inhibition, % at 9.99 µM | 350,000 compounds, 1.7% hits | AID 651640; in the data active = CPE inhibition above about 20%, passing the limit was not always enough; inconclusive = no clear call, values can overlap the other calls; tested in BHK-21 cells;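 note: 0% = median of neutral control wells and 100% = median of positive control wells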
Xi reactivation = reactivates the inactive X chromosome in mouse fibroblasts. activation, % at 7.58 µM. XiGFP mouse fibroblasts, % GFP-positive cells imaging, 3 d; cells co-treated with 5-aza-dC sensitizer; scaled so ellipticine positive control = 100%. AID 743238. 360,000 compounds, 0.055% hits;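 active = mean normalized replicate activation at least 10% and every replicate at or above 10%; inconclusive = only one of the two criteria met; inactive = mean below 10% and not all replicates reach 10%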;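 note: 0% = median of on-plate neutral control wells and 100% = ellipticine 6 µM median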
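assay system = SV40-immortalized XiGFP fibroblast cells, line 68-5-11 | buffer or medium = DMEM plus 5-aza-dC sensitizer | doses = single-point pinned compound dosing | times = 3-day compound exposure, then 15 min fixation at room temperature | benchmarks = positive control ellipticine, 6 µM final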
Active calls of the source: *; ? = inconclusive; . = no result given; & = joins results of further samples.

SMILES	EWS-Fli inh	ERp5 block	PAX8 inh HTS	ARNT TACC3 PPI	CFTR F508del cor	GSIS activator	DENV2 CPE rescue	Xi reactivation
CC(C)(C)Nc1nc2cc([N+](=O)[O-])ccc2o1	-11	5	-9	-2	0.8	.	4	0.0
CC(C)CCNC(=O)CCCOc1cc(=O)n(C)c2ccccc12	.	5	-16	2	.	2	.	.
CCC(=O)Nc1ccc2c(c1)OC[C@H](C)N(C(=O)CN(C)C)C[C@@H](C)[C@@H](OC)CN(C)C2=O	-2	1	-1	-10	1.5	3	-12	0.0
COc1ccccc1NC(=O)COc1cccnc1[N+](=O)[O-]	-17	0	-15	0	0.0	26	-2	0.0
COCCNC(=O)C1(C)CCCN(C(=O)c2cccc(C#N)c2)C1 (stereo not drawn)	-3	1	4	.	1.4	13	8	0.1
O=C(OCc1cn([C@@H]2C[C@H](c3ccc(Cl)cc3)N(C(=O)c3cccs3)C[C@H]2O)nn1)c1ccccc1	-9	-2	0	.	-1.4	-10	14	0.0
Cn1cc(CN2CCCC(C(=O)c3cc(F)ccc3F)C2)c2ccccc21 (stereo not drawn)	14	6	7	11	3.0	-12	-8	0.4
O=C(C[C@@H]1C[C@@H]2c3cc(NC(=O)c4cccnc4)ccc3O[C@@H]2[C@@H](CO)O1)NCc1ccncc1	4	-2	.	0	-0.9	-4	7	-0.1
Cn1cc(CN2CCc3sccc3C2)c(-c2ccccc2F)n1	8	2	20	7	-3.4	29	16	-0.1
CC(=O)N1C(C)(C)CC(=NOC(=O)c2ccccc2)CC1(C)C	8	-1	7	-5	2.2	.	9	0.0
O=C(Nc1ccc(N2CCCC2)cc1)c1cc2ccccc2o1	-94	2	-43	13	-8.2	0	?	0.0
O=C(C1CC1)N1C[C@H]2[C@@H](c3ccccc31)[C@H](CO)N2C(=O)c1ccccc1F	-4	2	4	0	0.6	-8	1	0.0
O=C(NC1CCCCC1)[C@H]1[C@H](CO)[C@H]2Cn3c(cccc3=O)[C@H]2N1C(=O)CC1CC1	-4	-6	-7	0	-2.2	6	4	0.5
CCOc1ccccc1NC(=O)CC1SC(=N)N(c2ccccc2)C1=O (stereo not drawn)	9	0	-12	.	15*	-2	-3	-0.1
O=C(/C=C/c1ccccc1[N+](=O)[O-])N1CCN(c2ccccc2F)CC1	-66	-4	7	3	-0.3	-7	-1	0.1
CC(C)[C@@H]1COCn2nncc2CC[C@H](Cc2ccccc2)C(=O)N1	4	1	-4	.	.	2	3	0.1
C[C@@H]1CN([C@H](C)CO)C(=O)c2cc(C#Cc3cccnc3)cnc2O[C@H]1CN(C)Cc1ccc(F)cc1	4	-4	-2	6	2.2	-9	-1	0.2
O=C(CN(C(=O)CCC(=O)Nc1ccccn1)c1cccc(F)c1)NCc1ccc2c(c1)OCO2	-5	2	21	3	-0.7	3	-3	0.4
N#Cc1c(Cl)cccc1Oc1ccc(S(=O)(=O)Nc2ccccc2)cc1	16	0	-14	0	0.4	-40	-13	0.0
O=C(CN1C(=O)/C(=C/c2ccc(F)cc2)SC1=S)NC1CCS(=O)(=O)C1 (stereo not drawn)	.	2	-2	-6	0.4	6	8	0.1
Cc1ccc(S(=O)(=O)NCC(c2ccccc2)N2CCN(c3ccc(F)cc3)CC2)cc1 (stereo not drawn)	.	5	20	6	-0.5	-7	9	0.1
OC(COc1ccc(Cl)cc1)CN1CCCCC1 (stereo not drawn)	5	-10	.	-2	0.3	-10	6	.
COCC1CCCC1OS(N)(=O)=O (stereo not drawn)	1	1	5	-2	2.7	16	-11	0.0
O=C(COC(=O)/C=C/c1c(F)cccc1Cl)NCC1CCCO1 (stereo not drawn)	8	8	2	-5	0.4	9	4	0.2
O=C(CN1C(=O)NC2(CCCC2)C1=O)Nc1cc(Cl)ccc1N1CCOCC1	-3	-8	.	-2	-1.9	0	-7	-0.3
CC(=O)c1c(C)[nH]c(C(=O)CSc2ccc(F)cc2)c1C	-165	5	-22	-1	1.9	3	1	0.1
Cn1c(N)c(C(=O)COC(=O)c2ccc3ccccc3c2)c(=O)n(C)c1=O	5	1	6	-5	-1.7	-8	-2	0.2
N#Cc1cc(F)cc(OCCCN2CCC(C(O)(c3ccccc3)c3ccccc3)CC2)c1	6	9	24	.	2.0	-4	-2	0.2
COc1ccccc1/C=C1/C(=O)N(c2ccccc2)N=C1C	-2	0	3	-4	0.8	2	-5	0.0
Cc1noc(C)c1S(=O)(=O)N(C)C[C@H]1OCCCC[C@H](C)Oc2ccc(NC(=O)CCC(F)(F)F)cc2C(=O)N([C@@H](C)CO)C[C@H]1C	-5	.	7	-1	-2.7	-2	-5	0.1
C[C@@H]1CN([C@H](C)CO)C(=O)c2cc(NC(=O)Cc3cn(C)c4ccccc34)ccc2O[C@@H]1CN(C)S(=O)(=O)c1cccs1	-18	-2	.	-11	-2.2	-22	1	0.7
COc1ccc(S(=O)(=O)Nc2ccc3c(c2)C(=O)N([C@H](C)CO)C[C@H](C)[C@@H](CN(C)S(=O)(=O)c2c(C)noc2C)O3)cc1	4	3	-2	-3	-0.7	-4	?	-0.1
CN1CCN(S(=O)(=O)c2ccc(NC(=O)c3ccc(F)cc3Cl)cc2)CC1	2	2	-8	0	-2.2	10	10	0.0
O=C(Nc1ccccc1C(=O)NCCCN1CCOCC1)c1ccc(F)cc1F	2	3	9	-5	-2.4	-8	18	0.1
COCC(=O)N1CC2(CCN(Cc3ccccc3Cl)CC2)c2c([nH]c3cc(OC)ccc23)[C@H]1CO	12	-4	-30	.	2.7	-19	1	0.0
O=C(C[C@@H]1CC[C@H]2[C@@H](COC[C@H](O)CN2Cc2ccc3c(c2)OCO3)O1)N1CCCCC1	3	0	-2	-8	-2.2	10	1	0.0
COc1ccc(C)cc1NC(=O)Nc1ccccc1SC	-11	0	13	-4	0.9	5	0	0.0
CC1CCN(CCCOc2ccc(Br)cc2Cl)CC1	-15	0	-18	1	1.3	20	-2	0.1
O=C(CN1CCN(Cc2ccccc2Cl)CC1)N/N=C/c1ccco1	1	-5	2	-4	-2.0	-23	?	0.0
Cc1cccc(Cl)c1NC(=O)NCCCN1CCOCC1	1	-5	11	.	-3.2	13	-13	0.1
COc1ccc(NC(=O)n2ncc3cc(Cl)ccc32)cc1OC	-95	3	-37	6	0.2	-3	18	0.0
O=C(CSCc1ccc(Cl)cc1)Nc1ccc(-c2nnc(-c3ccccc3)o2)cc1	.	.	-12	-16	.	-4	.	0.0
CCCNC(=O)Nc1ccc2c(c1)OC[C@H](C)N(C(=O)c1ccccc1F)C[C@H](C)[C@H](OC)CN(C)C2=O	-18	-1	-9	0	1.4	-14	-14	-0.2
C[C@H](CO)N1C[C@H](C)[C@H](CN(C)S(=O)(=O)c2cccc(F)c2)Oc2ncc(-c3cccc(F)c3)cc2C1=O	2&4	0&-4	.	2&3	-1.2&-4.6	12	?	0.6
O=C(NCC[C@@H]1CC[C@@H](NC(=O)Nc2cc(F)ccc2F)[C@@H](CO)O1)Nc1ccc(F)cc1	1	-3	.	-2	-1.0	-30	-8	-0.4
Cc1noc(C)c1S(=O)(=O)Nc1ccc2c(c1)CC(=O)N([C@H](C)CO)C[C@@H](C)[C@H](CN(C)Cc1ccc3c(c1)OCO3)O2	0	2	5	14	1.1	-2	7	0.1
CN1C(=O)c2cc(NC(=O)C3CCCC3)ccc2OC[C@H]2O[C@H](CC(=O)NCC3CC3)CC[C@@H]21	11	-1	10	-8	-0.9	6	12	0.2
CCN(CC)S(=O)(=O)c1ccc2[nH]c(=O)c3ccccc3c2c1	5	-1	0	.	0.2	2	-1	0.0
CN(C[C@@H]1[C@@H](c2ccccc2)[C@H](CO)N1CC1CC1)C(=O)c1ccccc1	8	-1	-3	-2	3.0	9	-10	0.1
CCOc1ccc(N(C)S(=O)(=O)c2c[nH]c(C(=O)OC)c2)cc1	5	4	-7	2	-2.9	-15	6	0.1
COc1ccc(/C=C/C(=O)Nc2ccccc2)cc1S(=O)(=O)N1CCOCC1	-6	9	-13	5	-1.9	3	3	.
CC(=O)N1c2ccc(S(=O)(=O)N3CCCC3C(=O)NCc3ccc(Cl)cc3)cc2CC1C (stereo not drawn)	-7	1	7	.	-2.7	-23	-10	0.2
COc1ccc(CCNC(=O)c2ccc(NC(=O)CC3SC(N4CCCCC4)=NC3=O)cc2)cc1OC (stereo not drawn)	-1	-1	6	-2	2.1	10	8	0.0
COc1ccc(NC(=O)NCc2cccnc2)c(OC)c1	6	-1	3	8	3.4	11	5	0.1
Cc1nnsc1Sc1ccccc1	2	0	7	-1	-3.2	4	-6	0.0
CCOc1ccc(N2C(=O)/C(=C\c3ccc(O)c(OC)c3)S(=O)(=O)C2c2cccc([N+](=O)[O-])c2)cc1 (stereo not drawn)	8	-6	7	9	2.2	-23	1	0.3
CNC(=O)C[C@@H]1CC[C@@H]2[C@@H](COc3ccc(NC(=O)c4cccs4)cc3C(=O)N2C)O1	-1	.	50	-3	-0.7	8	4	0.1
CCN(Cc1ccncc1)C(=S)Nc1ccccc1	-3	6	-24	-3	3.3	-8	7	0.1
O=C(C1CCN(S(=O)(=O)c2ccc(Br)s2)CC1)N1CCN(c2ccccc2)CC1	11	0	27	-4	-0.2	-18	-4	0.2
COCCNc1oc(/C=C/c2cccc(OC)c2)nc1S(=O)(=O)c1ccccc1	-3	-10	-18	.	-2.1	-18	1	0.0

(list continues)
SMILES	EWS-Fli inh	ERp5 block	PAX8 inh HTS	ARNT TACC3 PPI	CFTR F508del cor	GSIS activator	DENV2 CPE rescue	Xi reactivation
Cc1noc(C)c1S(=O)(=O)Nc1ccc2c(c1)C(=O)N([C@@H](C)CO)C[C@@H](C)[C@H](CN(C)Cc1ccncc1)O2	-8	9	.	-2	0.9	12	3	-0.9
O=C(Nc1ccc(N2C(=O)C3CCCCC3C2=O)cc1Cl)c1cccs1 (stereo not drawn)	2	-6	-4	-5	-2.7	8	0	0.1
COc1ccc(NS(=O)(=O)/C=C/c2ccc(OC)c(OC)c2)cc1	-17	2	-17	-31	-1.0	17	-2	0.0
COc1ccccc1NC(=O)c1ccc(CSc2ccccc2)o1	-5	7	-16	.	-2.1	-9	-1	0.4
COC(=O)[C@]12CCCCC=C1N(Cc1ccco1)C(=O)[C@H](CC(=O)N1CCN(C(=O)c3ccco3)CC1)C2	-4	-7	85*	.	3.0	-9	13	0.3
Nc1c(C(=O)CSc2n[nH]c(-c3ccccc3)n2)c(=O)[nH]c(=O)n1C1CC1	-4	-2	5	-3	-2.5	12	1	0.0
O=C(Nc1ccc(Oc2ccccc2)cc1)C1CC1	-3	4	0	-8	-4.2	-8	-2	0.0
CCOc1ccc(N(CC(=O)N2CCN(c3ccccc3OC)CC2)S(=O)(=O)c2ccc(C)cc2)cc1	1	2	3	-5	-5.9	-52	-5	-0.1
O=S(=O)(Nc1cccc(-c2nc3cccnc3s2)c1)c1ccc2c(c1)OCCO2	10	5	-22	9	2.6	-5	7	-0.1
Cc1cccc(NC(=O)CSc2nc(N)c(NC(=O)c3cccs3)c(=O)[nH]2)c1C	-6	1	6	38	3.5	3	-2	0.0
